# BH1578 lux ind – induces V. cholerae light production without autoinducers. actives 0.16% (n = 350,000). activation, % at 18.7 µM. V. cholerae BH1578 lux reporter, luminescence, 6 h; in the data active = activation mostly above about 9.7%, no sharp cut-off; also: not every result past the cut was called active; inactives centre near 0; reference of the scale not given here
# DUSP3 inh – DUSP3 (human) phosphatase inhibition. P51452. inhibition, % at 13.3 µM. actives 0.52% (n = 290,000). recombinant VHR phosphatase, pNPP absorbance. AID 1654; in the data active = inhibition above about 50%; also: some compounds called inactive have numbers as strong as hits
# Target sequence (P51452 whole entry, looked up): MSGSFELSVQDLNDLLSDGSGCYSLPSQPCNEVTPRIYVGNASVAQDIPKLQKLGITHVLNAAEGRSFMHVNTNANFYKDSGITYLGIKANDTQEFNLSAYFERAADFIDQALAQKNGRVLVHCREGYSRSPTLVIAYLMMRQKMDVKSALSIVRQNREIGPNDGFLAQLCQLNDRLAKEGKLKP
# GDH-TPI counter – GDH-TPI coupled enzyme inhibition counter-screen. GDH-TPI coupled enzyme counterscreen, NADH absorbance. inhibition, % at 4.8 µM. actives 1.2% (n = 360,000); in the data active = inhibition above about 30%;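 also: 0% = DMSO wells and 100% = wells lacking the enzyme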
# BioA inh – BioA (M. tuberculosis) enzyme inhibition | purified M. tuberculosis BioA enzyme, plate reader | inhibition, % at 9.99 µM | actives 0.096% (n = 360,000) | AID 602481; in the data active = inhibition above about 40%
# MazEF act – increases E. coli MazEF RNase cleavage of RNA. P0AE70. FAM/BHQ RNA-DNA oligo cleavage fluorescence, 5 h. activation, % at 20 µM. actives 0.32% (n = 350,000). AID 504720; in the data active = activation above about 50%
# SSB-PriA inh – inhibitors of Klebsiella pneumoniae PriA binding to SSB C-terminal tail | AlphaScreen SSBct-PriA binding, biotinylated peptide | inhibition, % at 33 µM | actives 0.6% (n = 430,000) | AID 1272365; in the data active = inhibition mostly above about 37%, no sharp cut-off; inactive = mostly below about 20%;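 also: plate controls were negative control peptide for no effect and reference peptide for full effect; strong numbers were not always called active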
# 3CLpro inhibitor – SARS-CoV 3CLpro protease inhibition | actives 0.14% (n = 290,000) | inhibition, % at 6 µM | P0C6X7 | recombinant SARS-CoV 3CLpro, quenched FRET peptide cleavage; in the data active = inhibition above about 12%
# Mtb UGM inh – blocks M. tuberculosis UGM enzyme; inhibition, % at 10 µM; purified UGM, fluorescence polarization probe displacement; actives 0.06% (n = 320,000); in the data active = inhibition above about 10%, passing the limit was not always enough
# Target sequence (P9WIQ1 whole entry, looked up): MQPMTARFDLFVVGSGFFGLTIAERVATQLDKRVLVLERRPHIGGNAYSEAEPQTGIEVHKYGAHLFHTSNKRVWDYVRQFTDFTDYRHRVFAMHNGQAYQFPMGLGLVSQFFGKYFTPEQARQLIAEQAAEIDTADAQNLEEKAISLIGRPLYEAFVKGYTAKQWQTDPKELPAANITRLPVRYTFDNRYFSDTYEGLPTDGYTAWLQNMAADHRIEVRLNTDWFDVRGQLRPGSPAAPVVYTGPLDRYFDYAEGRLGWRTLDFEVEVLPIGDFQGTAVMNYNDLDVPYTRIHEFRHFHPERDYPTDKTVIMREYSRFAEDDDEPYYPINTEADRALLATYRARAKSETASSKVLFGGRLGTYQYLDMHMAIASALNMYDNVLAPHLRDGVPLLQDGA
# Rv3671c protease – inhibitors of M. tuberculosis serine protease Rv3671c; P9WHR9; inhibition, % at 5.96 µM; actives 0.048% (n = 320,000); in the data active = inhibition above about 38%;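 also: extracellular domain of Rv3671c used as enzyme; 0% = enzyme with DMSO and 100% = no enzyme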
# Target sequence (P9WHR9 whole entry, looked up, the tested form may be a part): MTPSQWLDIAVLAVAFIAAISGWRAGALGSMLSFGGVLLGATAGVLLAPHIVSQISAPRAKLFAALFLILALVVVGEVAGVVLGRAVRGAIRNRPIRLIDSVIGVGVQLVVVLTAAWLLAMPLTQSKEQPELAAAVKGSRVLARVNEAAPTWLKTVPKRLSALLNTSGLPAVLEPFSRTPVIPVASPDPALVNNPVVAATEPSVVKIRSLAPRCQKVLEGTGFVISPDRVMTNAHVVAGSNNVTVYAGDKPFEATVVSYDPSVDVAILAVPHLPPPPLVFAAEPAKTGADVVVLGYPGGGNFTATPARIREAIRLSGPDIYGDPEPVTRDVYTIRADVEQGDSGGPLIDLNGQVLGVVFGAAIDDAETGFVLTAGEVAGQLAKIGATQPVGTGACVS
# FBA Mtb inh – Mtb fructose-bisphosphate aldolase inhibition | purified M. tuberculosis FBA, fluorescence read-out | inhibition, % at 1 µM | AID 588726 | actives 2.3% (n = 360,000) | P9WQA3; in the data active = inhibition above about 27%;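 also: 0% = vehicle and 100% = reference inhibitor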
# * hit, by the source's call; i = inactive; . = no result given; & = joins results of further samples.
SMILES,BH1578 lux ind,DUSP3 inh,GDH-TPI counter,BioA inh,MazEF act,SSB-PriA inh,3CLpro inhibitor,Mtb UGM inh,Rv3671c protease,FBA Mtb inh
COc1ccc(/C=N\N=C2/SC(CC(=O)O)C(=O)N2c2ccc(O)cc2)cc1 (centres undefined),1.0,26,14,-1.5,7,.,6,0.7,-3,0
CSc1cc(-c2ccccc2)n(C)c(=O)c1C#N,-0.2,11,3,-0.7,-10,-14,2,-1.0,-2,-3
CCN(CC)CCCNC(=O)CSc1nc(-c2ccc(F)cc2)cc(C(F)(F)F)n1,i,26,4,2.8,0,8,1,0.0,-2,-2
COc1cccc(CC2(CO)CCN(S(=O)(=O)c3ccc(OC)cc3OC)CC2)c1,-0.1,-8,1,-2.9,-6,8,4,-1.5,3,0
COc1ccc(C(=O)O)cc1NC(=S)NC(=O)Cc1ccc(Cl)cc1,i,10,0,0.8,-2,-1,5,-0.2,-15,-2
Cc1ccc2c(CN3CCN(CCO)CC3)cc(=O)oc2c1C,-0.5,10,2,.,-3,3,1,0.9,-4,-1
CC(Nc1ccc(Cl)c(Cl)c1)C(=O)NN (centres undefined),i,9,-4,-0.9,8,-7,4,-0.7,-2,-5
O=C(c1cccc(OC2CCN(Cc3ccc(F)cc3)CC2)c1)N1CCCC1,i,20,-3,0.3,3,-8,-1,.,.,-1
Cc1onc(-c2ccccc2)c1-c1nc2ccccc2c(=O)o1,-0.6,-2,6,1.3,-9,-1,-1,4.3,49*,0
CCN(CC)CCn1c(NCc2cc(OC)ccc2OC)nc2ccccc21,-3.4,-4,7,8.2,-3,8,-1,2.3,16,0
O=C(NCc1cnc2ccccn12)C1CCC(=O)N(Cc2cccc(F)c2)C1 (centres undefined),i,4,-10,-3.1,3,-1,5,1.4,0,14
COCc1ccc(C(=O)Nc2ccccc2C(=O)NCc2cccnc2)cc1,-0.3,36,2,0.8,5,11,-8,-1.2,-6,0
COC(=O)c1cc(C)sc1NC(=O)c1cccnc1,-0.2,12,14,2.0,1,-4,2,2.1,6,-1
CCOC(=O)CC1c2ccccc2-n2nncc2CN1CC1CCCCC1 (centres undefined),-0.2,.,-2,-2.2,1,.,.,.,.,1
CC1Cc2ccccc2N1C(=O)CSc1nnc(-c2ccc(S(=O)(=O)N3CCOCC3)cc2)n1C (centres undefined),2.0,-7,-3,1.0,5,-13,1,1.2,8,3
CCCCn1c(-c2cc(Cl)ccc2OC)n[nH]c1=S,-0.1,-24,18,-1.7,5,-4,6,4.8,0,5
O=C(N/N=C/c1cccc2ccccc12)c1ccccc1Cl,i,4,26,0.4,-2,.,4,-4.5,.,0
CC1CCCN(CCCOc2ccc([N+](=O)[O-])cc2)C1 (centres undefined),-0.4,-10,5,.,-2,-7,1,-0.1,-1,4
CCSc1ccc(/C(N)=N/OC(=O)c2cccs2)cn1,i,-14,9,3.3,4,.,7,1.6,8,0
CC(=O)Oc1cc2c(cc1Cl)C1(CC(c3ccccc3Cl)O2)CC(C)(C)NC(=S)N1 (centres undefined),-0.3,-32,1,4.9,3,26,3,-1.0,18,4
N#C/C(=C(/O)COC(=O)Cc1c[nH]c2ccccc12)c1nc2ccccc2[nH]1,.,14,18,1.9,6,.,0,0.2,-1,-7
O=C(NCC1CCCO1)/C(=C\c1ccco1)NC(=O)c1ccccc1 (centres undefined),-0.2,-29,22,-0.8,-20,-3,3,1.5,0,0
Cc1ccc(S(=O)(=O)NCCC(=O)Nc2nccs2)cc1,-0.5,17,4,.,-27,-12,4,-2.4,-10,2
CC1CCCC(C)N1c1nnc(N)s1 (centres undefined),-0.2,15,0,-1.3,6,-2,-9,-0.5,-4,2
CC1CCCN(C(=O)c2ccc3c(c2)OCO3)C1 (centres undefined),0.0,-5,8,-2.4,3,-21,9,0.2,1,3

# More structures.
SMILES,BH1578 lux ind,DUSP3 inh,GDH-TPI counter,BioA inh,MazEF act,SSB-PriA inh,3CLpro inhibitor,Mtb UGM inh,Rv3671c protease,FBA Mtb inh
Cc1cc(C(F)F)n2nc(C(=O)Nc3sc4c(c3C#N)CCC4)nc2n1,-0.6,20,24,-2.3,1,5,0,3.3,-1,-1
CCOc1cc(C(=S)N2CCN(C)CC2)ccc1OCC(=O)N1CCCC1,-9.2,-3,-8,-2.0,6,-5,-1,2.8,14,3
Cc1cccc(NC(=O)CN2CCN(C(=O)CNC(=O)Cc3cccc4ccccc34)CC2)c1C,10,.,0,2.4,-4,-4,.,-0.7,1,-3
Cc1nn(CC(=O)OCCOc2ccc(Br)cc2)c(C)c1[N+](=O)[O-],-0.5,-17,-1,.,-2,-28,-2,-1.3,-4,0
COc1ccc(S(=O)(=O)N2CCN(Cc3ccccc3[N+](=O)[O-])CC2)cc1,-0.5,.,4,.,5,9,.,0.1,-5,-1
COCCC1CCCCN1C(=O)c1ccc2nc(Cc3ccccc3F)oc2c1 (centres undefined),i,32,-2,3.1,1,0,-4,1.1,-11,0
Cc1ccc(S(=O)(=O)Nc2ccc(NC(=O)CN3CCCCC3)cc2)cc1,-0.3,4,-2,.,4,-4,-1,1.4,-2,1
COc1ccc(CNC(=O)COc2ccc(S(=O)(=O)NC(C)C)cc2)cc1,-0.3,11,-13,0.2,0,-5,1,-1.6,3,-2
CCCCC(=O)Nc1ccc(C(=O)NCCCn2ccnc2)cc1,-1.2,-10,4,.,6,-6,-3,-0.1,-3,-2
CCCCC(=O)Nc1ccc(N2CCCC2)cc1,3.8,.,-1,-0.1,9,-3,-4,1.4,6,0
CC(C)NC(=O)NC(=O)COc1ncnc2sccc12,i,28,6,-4.7,6,-13,-2,0.2,-4,4
O=C(Cc1c(F)cccc1Cl)Nc1nc2ccccc2s1,0.5,5,-7,.,-3,-12,4,-3.8,-4,2
Fc1ccc2nc(N3CCCCC3)sc2c1,2.1,36,3,0.0,-8,-15&-14,7,-0.7,9,-1
COc1cc(NC(=S)NCCC(c2ccccc2)c2ccccc2)c(OC)cc1Cl,-3.8,-4,12,-1.4,-4,17,1,-0.6,-42,-3
O=C1CCCc2ccccc2N1Cc1ccc(Cl)cc1Cl,-0.4,0,9,.,0,-21,-5,1.6,-1,-1
Cc1cc(C(=O)Nc2cccc(O)c2)c(C)o1,1.5,24,1,-1.1,-4,-7,-7,0.0,-5,3
O=C(O)C1CCCN(C(=O)NCc2ccccc2)C1 (centres undefined),-0.2,25,15,.,3,-15,-4,2.2,-7,-6
Cc1nc(NS(=O)(=O)c2ccc(Cl)s2)c2c3c(sc2n1)CCCC3,-5.5,-3,3,.,2,-2,7,-0.4,-6,0
CCCCCCCC[n+]1cccc(C(=O)N(CC)CC)c1,-0.2,8,9,.,-5,2,-1,2.8,-8,1
COc1cc(CNn2cnnc2)ccc1OCC(=O)NC(C)(C)C,.,26,5,-2.9,-10,-9,4,-0.4,6,3
COc1ccc(C)cc1N(C(=O)CNC(=O)c1ccco1)C(C(=O)NC1CCCC1)c1cccnc1 (centres undefined),0.5,29,2,0.4,-2,-7,1,5.1,-2,4
Cc1ccc(C(=O)OCC(=O)NC(C)c2ccccc2)s1 (centres undefined),i,.,4,0.5,6,-1,.,1.1,4,0
O=P(Oc1ccccc1)(Oc1ccccc1)c1ccccc1,-0.3,12,2,-1.4,5,-42,2,-1.2,4,1
CCOC(=O)c1ccccc1NC(=O)c1cccc(F)c1,4.1,2,-3,-0.3,5,-13,6,3.5,-1,0
O=C1C2=C(CCCC2)C(=O)N1c1cccc(OCCBr)c1,-0.4,-5,-6,.,3,14,2,-2.6,-1,1

# Following part:
SMILES,BH1578 lux ind,DUSP3 inh,GDH-TPI counter,BioA inh,MazEF act,SSB-PriA inh,3CLpro inhibitor,Mtb UGM inh,Rv3671c protease,FBA Mtb inh
O=S(=O)(c1ccc(F)cc1)c1nc(-c2ccco2)oc1Nc1ccc(F)cc1,0.7,25,9,.,-4,33,7,-1.1,-6,1
COc1ccc(C/C(N)=N/OC(=O)CCc2ccccc2)cc1,-3.8,12,-5,-1.1,10,.,8,-0.8,-1,-2
Cc1ccc(S(=O)(=O)NCCC(=O)N2CCC(Cc3ccccc3)CC2)cc1,5.6,.,1,3.5,-3,-7,.,-0.5,2,3
ClCc1c2ccccc2cc2ccccc12,-0.3,.,14,0.7,-4,0,.,-0.1,2,10
COc1ccc(NC(=O)Nc2ccc(C(=O)N3CCOCC3)cc2)cc1,-11,-12,2,-0.1,-3,-11,-8,0.1,-6,1
COCCN(C(=S)Nc1ccc(C(C)C)cc1)C(C)c1cccs1 (centres undefined),i,19,8,-3.8,-2,2,5,1.4,0,1
CCOC(=O)c1[nH]c(C)c(C(=O)N2CCN(c3cccc(Cl)c3)CC2)c1C,-0.5,-9,-6,1.2,-10,4,-2,-0.5,-1,2
CCCCN(C(=O)c1ccc(S(=O)(=O)N2CCOCC2)cc1)C1CCS(=O)(=O)C1 (centres undefined),i,.,-3,-0.2,-1,-13,.,1.3,-2,-2
Cc1cc(CNC(=O)c2ccc3c(c2)OCO3)c2ccccc2n1,2.0,32,-8,.,5,-20,3,3.4,0,-8
O=C(NC(Cc1c[nH]c2ccccc12)C(=O)O)c1cccc(S(=O)(=O)N2CCCCC2)c1 (centres undefined),i,.,7,0.2,-13,.,.,.,.,3
CCC(C)(C)NC(=O)CN(CC1CCCO1)C(=O)CNS(=O)(=O)c1ccccc1 (centres undefined),0.6,-4,-7,-1.1,9,-8,0,-1.7,2,-2
CC(Sc1nc(N(C)C)nc(N2CCOCC2)n1)C(=O)Nc1ccccc1 (centres undefined),-0.4,1,6,-1.5,3,6,4,-1.8,-2,0
CCC(C(=O)NC1CCCCCC1)c1ccccc1 (centres undefined),i,.,-2,0.6,11,-5,.,-1.8,2,1
CCc1noc(C)c1C(=O)Nc1ccccc1N1CCOCC1,-1.8,.,0,.,4,8,.,0.4,-2,-1
COc1cccc(OCCn2cc(C(=O)c3ccco3)c3ccccc32)c1,1.5,17,21,-6.3,-8,3,5,-3.2,-36,-2
CC[n+]1ccc(/C=C/c2ccc(N(C)C)cc2)c2ccccc21,-0.9,16,0,.,1,23,-9,.,.,-13
Cc1c(Cl)c([N+](=O)[O-])nn1CCCC(=O)Nc1cc(Cl)ccc1Cl,1.4,17,8,.,5,-6,1,0.2,-4,-2
C=CCSc1nc2c(C(=O)OCC)nnn2c2ccccc12,i,-2,19,-0.5,11,-9,-2,-1.8,.,1
Cc1cccc(Nc2nc(-c3ccc4c(c3)OCCO4)cs2)c1,5.6,13,7,-0.8,-4,9,0,3.5,5,-2
Cc1ccn2c(=O)nc(SCC(=O)NC3CCCCC3)nc2c1,i,.,22,-1.9,4,4&-9,.,-0.3,-2,-2
COC(=O)c1nc(N)sc1C,0.5,6,7,.,6,12,0,1.6,7,0
Cc1ccc(-c2csc3ncnc(SCC(=O)NCc4ccc5c(c4)OCO5)c23)cc1,i,5,0,0.9,-9,3&-7,-7,0.2,-5,-6
CC(C(=O)Nc1nc2ccccc2[nH]1)N1C(=O)C2CC=CCC2C1=O (centres undefined),0.5,21,7,-0.6,0,-6,-4,-0.6,5,5

# Rewritten with each value named: entries from further up
canonical_smiles: Cc1ccc(S(=O)(=O)NCCC(=O)N2CCC(Cc3ccccc3)CC2)cc1
  BH1578 lux ind: 5.6
  DUSP3 inh: .
  GDH-TPI counter: 1
  BioA inh: 3.5
  MazEF act: -3
  SSB-PriA inh: -7
  3CLpro inhibitor: .
  Mtb UGM inh: -0.5
  Rv3671c protease: 2
  FBA Mtb inh: 3
canonical_smiles: CCCCN(C(=O)c1ccc(S(=O)(=O)N2CCOCC2)cc1)C1CCS(=O)(=O)C1 (centres undefined)
  BH1578 lux ind: i
  DUSP3 inh: .
  GDH-TPI counter: -3
  BioA inh: -0.2
  MazEF act: -1
  SSB-PriA inh: -13
  3CLpro inhibitor: .
  Mtb UGM inh: 1.3
  Rv3671c protease: -2
  FBA Mtb inh: -2

# Bioassay records deposited in PubChem by several laboratories.

# Only part of the results is shown (hit frequency here may not be typical).
